DDE Tn7 FP inh: inhibitors of Tn7 peptide binding to fibrin DD(E), primary screen, biochemical, fluorescence polarization, human fibrin, Tn7 probe. AID 720508, 2013. actives 0.13% (n = 370,000). FP displacement of FITC-Tn7 peptide from fibrin DD(E); 0% = median of compound wells per plate. Fibrinogen beta chain (Homo sapiens), P02675. inhibition, % at 8.3 µM;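 active = inhibition above the mean of compounds falling within the control limits plus 3 SD of them, cut at about 14% in these data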;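 also: 0% = plate median of compound wells and 100% = 10 µM Aha-Tn7 peptide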
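Measure: % inhibition scaled between sample-field median and high-control FP; Test system: human fibrin DD(E); Quantity: 2 µM final DD(E) protein; Doses: one dose, 8.3 µM nominal; Schedule: compound with protein 10 min, then 3 h after probe, room temperature; Detection: fluorescence polarization; Medium: Tris buffer with calcium and detergent, pH 7.8.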
mABHD4 FP: ABHD4 inhibitors, primary screen, biochemical, fluorescence polarization, mouse; (Lyso)-N-acylphosphatidylethanolamine lipase (Mus musculus), Q8VD66; purified mABHD4, FP-Rh probe fluorescence polarization; inhibition, % at 8.92 µM; actives 0.54% (n = 370,000);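 active = inhibition exceeding the mean over every tested compound plus 3 SD, cut at about 30% in these data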;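 also: 0% = plate median of compound wells and 100% = S159A mutant with DMSO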
Target sequence (Q8VD66 whole entry, looked up): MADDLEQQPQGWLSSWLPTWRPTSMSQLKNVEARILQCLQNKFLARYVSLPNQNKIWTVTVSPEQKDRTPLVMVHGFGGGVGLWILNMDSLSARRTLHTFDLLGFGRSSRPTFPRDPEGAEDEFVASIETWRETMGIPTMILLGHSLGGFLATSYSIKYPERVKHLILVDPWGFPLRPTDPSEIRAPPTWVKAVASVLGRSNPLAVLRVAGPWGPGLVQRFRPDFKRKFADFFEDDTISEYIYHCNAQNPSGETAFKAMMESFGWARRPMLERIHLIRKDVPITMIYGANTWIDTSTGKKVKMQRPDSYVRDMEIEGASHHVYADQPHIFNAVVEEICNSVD
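assay system = mABHD4 protein | compound dosing = single nominal dose of 8.92 µM, 0.89% DMSO final | read-out basis = percent inhibition of probe binding, normalized to plate controls | schedule = Enzyme–compound pre-incubation 45 min, then probe 60 min, both 25 °C | detection = fluorescence polarization, excitation 525 nm, emission 598 nm, BODIPY TMR filters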
UHRF1 binding: UHRF1 methylated DNA binding inhibitors, primary screen, counter-screen for MBD2 inhibitor project, biochemical, TR-FRET, human UHRF1, single concentration. E3 ubiquitin-protein ligase UHRF1 (Homo sapiens), Q96T88. inhibition, % at 4.4 µM. actives 0.75% (n = 370,000). AID 687016, 2013. UHRF1 binding to methylated oligo; in the data active = inhibition above about 21%;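 also: UHRF1 SRA domain binding a hemimethylated CpG hairpin DNA probe; 0% = median of test compound wells and 100% = reference inhibitor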
HTRA1 inh: HTRA1 serine protease inhibitors, primary screen, biochemical, fluorescence polarization, HTS; recombinant HTRA1, FP-rhodamine activity-based probe; AID 504803, 2011; actives 0.5% (n = 340,000); Q92743; inhibition, % at 5.96 µM; in the data active = inhibition above about 36%;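 also: 0% = enzyme with DMSO and 100% = wells lacking enzyme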
PG9 binder: binders of HIV-1 gp120 antibody PG9, primary screen, biochemical, TR-FRET | TR-FRET gp120-PG9 antibody binding | actives 0.43% (n = 360,000) | HIV-1 gp120 / PG9 antibody interaction | inhibition, % at 6.7 µM; in the data active = inhibition above about 8.5%
TCR-CD3 inh: inhibitors of human TCR-CD3 interaction, primary screen, biochemical, fluorescence, TAMRA-labeled TCR probe | AID 651800, 2012 | inhibition, % at 9.4 µM | T-cell receptor (TCR) | actives 0.37% (n = 360,000); in the data active = inhibition above about 19%;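 also: recombinant mutant TCR 2C K166C tagged with TAMRA read by polarization; 0% = receptor in buffer alone and 100% = receptor with positive control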
LEDGF integ inh: blockers of LEDGF/p75-dependent integrase strand transfer – biochemical, TR-FRET, high throughput, primary screen. HIV-1 integrase (with human LEDGF/p75). TR-FRET IN-LEDGF/p75 DNA integration, Eu/Cy5. inhibition, % at 3.7 µM. actives 0.64% (n = 370,000). AID 743269, 2014;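 active = inhibition above the screen-wide mean plus 3 SD, cut at about 13% in these data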;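 also: signal is the Cy5 over europium emission ratio at 671 and 618 nm; 0% = plate median of compound wells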
PRMT1 inh: PRMT1 methyltransferase inhibitors, primary screen, biochemical, fluorescence polarization | Protein arginine N-methyltransferase 1 (Homo sapiens), Q99873 | recombinant PRMT1, activity-based probe fluorescence polarization | inhibition, % at 2.79 µM | actives 1.3% (n = 370,000) | AID 652257, 2013;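 active = inhibition above about 21% made by adding two undisclosed values, limit read from the data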
Target sequence (Q99873 whole entry, looked up): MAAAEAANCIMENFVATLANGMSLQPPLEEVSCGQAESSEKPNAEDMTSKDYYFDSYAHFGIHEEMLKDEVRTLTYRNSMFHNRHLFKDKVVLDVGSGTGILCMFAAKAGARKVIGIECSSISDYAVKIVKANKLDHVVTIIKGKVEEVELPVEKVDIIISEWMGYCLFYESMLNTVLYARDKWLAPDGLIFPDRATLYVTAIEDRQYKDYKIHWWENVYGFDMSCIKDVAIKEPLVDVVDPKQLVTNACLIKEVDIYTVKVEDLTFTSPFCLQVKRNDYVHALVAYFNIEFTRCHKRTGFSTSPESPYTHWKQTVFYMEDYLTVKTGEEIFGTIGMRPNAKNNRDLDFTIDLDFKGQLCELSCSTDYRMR
TDP2 absorb: human TDP2 enzyme inhibitors, primary screen, biochemical, epi absorbance, recombinant enzyme; Tyrosyl-DNA phosphodiesterase 2 (Homo sapiens), O95551; T5PNP hydrolysis, p-nitrophenol absorbance 415 nm; inhibition, % at 12.8 µM; actives 0.34% (n = 370,000); AID 720702, 2013;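 active = inhibition above the mean of all tested compounds plus 3 SD, set per campaign, cut at about 25% in these data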;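 also: 0% = DMSO with enzyme and 100% = buffer with substrate but no TDP2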
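test system = human TDP2 enzyme | input = TDP2 enzyme at 120 nM final | medium = 50 mM Tris-HCl pH 7.5 with Mg2+, KCl, DTT, BSA | also added = T5PNP substrate, 5 mM | times = 2 h at 37 °C | technique = epi absorbance | benchmarks = high control without enzyme, low control DMSO plus TDP2 | replication = each compound tested once, singlicate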
SIAE inh: human SIAE inhibitors, primary screen, biochemical, fluorescence polarization, FP-Rh probe, 1536-well HTS; inhibition, % at 9.66 µM; AID 1053197, 2014; Sialate O-acetylesterase (Homo sapiens), Q9HAT2; actives 0.69% (n = 370,000); SIAE FP-Rh probe binding;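 active = inhibition above a cutoff: mean of compounds within the control limits plus 3 SD of those, cut at about 17% in these data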;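 also: 0% = plate median of compound wells and 100% = probe without SIAE protein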
The depositor's hits bear a star; . = no result given.

molecule | DDE Tn7 FP inh | mABHD4 FP | UHRF1 binding | HTRA1 inh | PG9 binder | TCR-CD3 inh | LEDGF integ inh | PRMT1 inh | TDP2 absorb | SIAE inh
CCCc1cc(=O)oc2c(C)c(OCC(=O)NCCCn3ccnc3)ccc12 | -0.7 | 1.9 | -1.4 | 0.4 | -1.8 | 0.3 | 0.2 | 1.1 | 8.7 | 3.7
Cn1c(=O)oc2cc(S(=O)(=O)N3CCN(Cc4ccc5c(c4)OCO5)CC3)ccc21 | 1.5 | 0.9 | -3.5 | -2.7 | 0.3 | 7.1 | 1.3 | -2.2 | -6.3 | -12.3
CCCCN1CCS(=O)(=O)N(Cc2cn(Cc3ccccc3Br)nn2)C(C(=O)OC)C1 (stereo not given) | 9.5 | 0.0 | -0.9 | . | . | . | 0.3 | -2.6 | -5.5 | 1.7
Cc1ccccc1CN(c1ccc(C(=O)N/N=C/c2ccc(OCC(N)=O)cc2)cc1)S(C)(=O)=O | -4.2 | -18.7 | -5.4 | -12.2 | -1.1 | 5.9 | -0.5 | -1.3 | 12.4 | -31.1
O=C(COC(=O)c1ccc(Cl)nc1)Nc1ncc(Cl)cc1Cl | 5.7 | 4.6 | -1.6 | 2.4 | -0.1 | 4.1 | -4.6 | 3.8 | 11.6 | -0.2
O=C(NCc1ccc(Cl)cc1)c1ccc2ccccc2n1 | -1.5 | -2.9 | 1.1 | -21.6 | 0.3 | 3.7 | 0.6 | 0.5 | 5.6 | 0.4
Nc1ccn(C2OC(CO)C(O)C2O)c(=O)n1 (stereo not given) | -1.0 | 3.4 | -0.6 | . | 1.1 | 14.2 | -3.2 | 0.7 | 3.7 | 1.2
O/N=C/c1cc(Br)ccc1OCc1ccccc1F | -8.4 | -40.8 | 9.9 | -18.0 | -0.6 | 0.8 | 1.2 | 0.1 | -7.6 | -13.9
NC(=O)c1ccsc1NC(=O)COC(=O)Cc1ccc(F)cc1 | 9.0 | 0.6 | 0.3 | -2.3 | 0.2 | 9.4 | -0.8 | -1.1 | 9.3 | 1.7
CC1=C(C)CC(C(=O)Nc2nc(C)cs2)C(C(=O)O)C1 (stereo not given) | 1.4 | 3.0 | 0.0 | 4.5 | -2.2 | 0.1 | 0.0 | -3.2 | 0.0 | 4.4
Cc1ccc(-c2cc(C(F)F)n3ncc(C(=O)N4CCN(c5cccc(C)c5C)CC4)c3n2)cc1 | -1.2 | -8.3 | 5.1 | 2.2 | 1.6 | -3.2 | -3.2 | 1.1 | -8.4 | -1.0
CC(=O)c1sc(NC(=O)c2ccc3c(c2)OCO3)nc1C | -9.6 | -0.4 | -1.7 | -2.6 | -0.3 | 6.0 | 1.1 | -1.4 | 4.1 | -4.2
CN(Cc1ccccc1)C(=O)c1cccc(NC(=O)Cc2ccc(NC(=O)C3CCN(C(=O)C4CC4)CC3)cc2)c1 | 9.9 | 1.3 | 1.0 | 4.2 | -1.6 | 1.1 | -3.4 | 2.5 | 3.1 | -4.5
Nc1ccc(-c2nc3cc([N+](=O)[O-])ccc3o2)cc1 | 4.1 | 14.9 | -8.1 | 7.4 | 1.8 | -1.8 | -3.4 | -2.3 | -6.3 | 4.9
Cc1nn(CCC(=O)NNC(=O)Nc2ccc(Cl)cc2)c(C)c1[N+](=O)[O-] | 4.6 | 7.2 | 2.0 | . | . | . | 7.1 | -4.2 | -0.6 | 2.4

Continuation.
molecule | DDE Tn7 FP inh | mABHD4 FP | UHRF1 binding | HTRA1 inh | PG9 binder | TCR-CD3 inh | LEDGF integ inh | PRMT1 inh | TDP2 absorb | SIAE inh
O=C(Cn1cnc([N+](=O)[O-])c1)Nc1ccc(F)c(Cl)c1 | 4.2 | 1.5 | -3.5 | -2.4 | 1.4 | -3.0 | -1.4 | -3.7 | 28.6* | 1.2
Nc1nc(SCc2ccc(Cl)cc2Cl)nc2nc3c(cc12)CCCC3 | 4.9 | -12.9 | -1.3 | -16.6 | 3.6 | -0.6 | -1.7 | -2.4 | 11.9 | -20.3
COCCN1CCC(CO)C1 (stereo not given) | 6.7 | -8.6 | 5.5 | 1.4 | 10.3* | -8.8 | 5.5 | 2.2 | 2.0 | -2.7
CCC1(C)Cc2c(sc3c2c2ncnn2c2nnc(SCC(=O)NCc4ccco4)n32)CO1 (stereo not given) | -2.0 | 4.8 | -0.3 | -18.3 | -2.4 | -3.0 | 1.4 | 0.0 | -0.1 | 0.9
c1ccc(-n2cnc3ccccc32)cc1 | -1.3 | -1.2 | 2.4 | -4.9 | -1.4 | -7.5 | 5.1 | -3.0 | -3.3 | 2.4

Ordered by molar mass (falling): part of the list above.
molecule | DDE Tn7 FP inh | mABHD4 FP | UHRF1 binding | HTRA1 inh | PG9 binder | TCR-CD3 inh | LEDGF integ inh | PRMT1 inh | TDP2 absorb | SIAE inh
CN(Cc1ccccc1)C(=O)c1cccc(NC(=O)Cc2ccc(NC(=O)C3CCN(C(=O)C4CC4)CC3)cc2)c1 | 9.9 | 1.3 | 1.0 | 4.2 | -1.6 | 1.1 | -3.4 | 2.5 | 3.1 | -4.5
Cc1ccc(-c2cc(C(F)F)n3ncc(C(=O)N4CCN(c5cccc(C)c5C)CC4)c3n2)cc1 | -1.2 | -8.3 | 5.1 | 2.2 | 1.6 | -3.2 | -3.2 | 1.1 | -8.4 | -1.0
Nc1nc(SCc2ccc(Cl)cc2Cl)nc2nc3c(cc12)CCCC3 | 4.9 | -12.9 | -1.3 | -16.6 | 3.6 | -0.6 | -1.7 | -2.4 | 11.9 | -20.3
Cc1nn(CCC(=O)NNC(=O)Nc2ccc(Cl)cc2)c(C)c1[N+](=O)[O-] | 4.6 | 7.2 | 2.0 | . | . | . | 7.1 | -4.2 | -0.6 | 2.4
NC(=O)c1ccsc1NC(=O)COC(=O)Cc1ccc(F)cc1 | 9.0 | 0.6 | 0.3 | -2.3 | 0.2 | 9.4 | -0.8 | -1.1 | 9.3 | 1.7
O/N=C/c1cc(Br)ccc1OCc1ccccc1F | -8.4 | -40.8 | 9.9 | -18.0 | -0.6 | 0.8 | 1.2 | 0.1 | -7.6 | -13.9
CC1=C(C)CC(C(=O)Nc2nc(C)cs2)C(C(=O)O)C1 (stereo not given) | 1.4 | 3.0 | 0.0 | 4.5 | -2.2 | 0.1 | 0.0 | -3.2 | 0.0 | 4.4
Nc1ccc(-c2nc3cc([N+](=O)[O-])ccc3o2)cc1 | 4.1 | 14.9 | -8.1 | 7.4 | 1.8 | -1.8 | -3.4 | -2.3 | -6.3 | 4.9
Nc1ccn(C2OC(CO)C(O)C2O)c(=O)n1 (stereo not given) | -1.0 | 3.4 | -0.6 | . | 1.1 | 14.2 | -3.2 | 0.7 | 3.7 | 1.2
c1ccc(-n2cnc3ccccc32)cc1 | -1.3 | -1.2 | 2.4 | -4.9 | -1.4 | -7.5 | 5.1 | -3.0 | -3.3 | 2.4
COCCN1CCC(CO)C1 (stereo not given) | 6.7 | -8.6 | 5.5 | 1.4 | 10.3* | -8.8 | 5.5 | 2.2 | 2.0 | -2.7

Bioassay records: PubChem, The Scripps Research Institute Molecular Screening Center
